Source: PubChem (National Center for Advancing Translational Sciences (NCATS))
FUS yeast rescue – FUS proteinopathy suppression in yeast; S. cerevisiae FUS-expressing, growth rescue, OD600, 24 h; Potency, µM (doses to about 76.6 µM), for the others: top-dose growth rescue (activation), actives largely listed as activators; hit rate 0.24% among 390,000; AID 1347120;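 further: potency means the concentration at half of the fitted maximal effect; plate controls were DMSO vehicle for no effect and reference control for full effect; nearly all actives have a fitted effect of over 55% in size; some results filed as inactive show a strong effect at the top dose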
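Quantitative HTS measuring growth restoration of FUS-toxic yeast. Galactose-induced cells (OD 0.005) were exposed 24hr at 30C to compounds at several concentrations, then absorbance at 600 nm was recorded.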
Mm-Cpn inhibitor – M. maripaludis TRiC chaperonin inhibition; hit rate 0.031% among 330,000; Potency, µM (series often up to 76.9 µM), inactives show top-dose activity, negative = inhibition, most hits filed as inhibitors; purified Mm-Cpn ATPase, ADP Transcreener TR-FRET; AID 504842; further: potency means the concentration at half of the fitted maximal effect; on the % scale 0 is the no-effect control and ±100 the full control effect; nearly all actives have a fitted effect of over 80% in size
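TR-FRET (320 nm excitation; 590 and 665 nm emission) reports ADP made from 10 uM ATP by 25 nM enzyme; compounds were preincubated 10 min, reaction run 30 min, both at 37°C.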
PTHR1 agonist – activates the human parathyroid hormone receptor PTHR1. Q03431. HEK293 GP2 PTHR1 cells, GloSensor cAMP luminescence, 1 h. Potency, µM (top dose mostly 115 µM), for inactives: at the highest dose activation, most hits filed as activators. hit rate 0.075% among 410,000. AID 743266; further: potency means the concentration at half of the fitted maximal effect; nearly all actives have a fitted effect of over 55% in size; some results filed as inactive show a strong effect at the top dose; inactives centre near -15; many of its hits are not listed in these tables
Target sequence (Q03431 whole entry, looked up): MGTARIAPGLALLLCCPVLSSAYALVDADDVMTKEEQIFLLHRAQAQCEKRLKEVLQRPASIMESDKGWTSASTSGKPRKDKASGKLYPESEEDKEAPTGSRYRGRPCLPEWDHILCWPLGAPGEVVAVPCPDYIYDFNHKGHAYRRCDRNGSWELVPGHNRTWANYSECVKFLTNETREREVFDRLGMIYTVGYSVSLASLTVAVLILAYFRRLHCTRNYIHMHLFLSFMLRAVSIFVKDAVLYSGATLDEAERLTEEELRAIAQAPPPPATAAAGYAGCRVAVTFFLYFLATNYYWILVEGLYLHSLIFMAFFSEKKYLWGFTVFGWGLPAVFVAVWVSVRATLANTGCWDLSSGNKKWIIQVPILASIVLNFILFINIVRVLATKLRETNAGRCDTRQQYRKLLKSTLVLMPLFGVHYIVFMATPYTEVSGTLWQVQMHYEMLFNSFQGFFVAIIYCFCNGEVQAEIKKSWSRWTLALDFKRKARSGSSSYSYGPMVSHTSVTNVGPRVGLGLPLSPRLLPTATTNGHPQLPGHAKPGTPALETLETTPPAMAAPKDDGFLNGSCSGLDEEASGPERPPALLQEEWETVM
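HEK-293-derived GP2 cells expressing PTHR1 and a GloSensor cAMP reporter, 3,000/well, plated overnight, given luciferin plus IBMX (each 0.5 mM as added) for 1 h at 37 °C, then compound for 1 h at 37 °C. Luminescence was read after 15 min at room temperature.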
GLP-1R inv ag – acts as inverse agonist at human GLP-1 receptor; HEK293 GLP-1R CRE-luciferase, luminescence, 24 h; GLP-1R form is constitutively active; AID 624417; Potency, µM (series often up to 38.3 µM), without a hit: at the top dose activity change, negative = inhibition, usual class: inhibitors; P43220; hit rate 1.6% among 410,000; further: potency means the concentration at half of the fitted maximal effect; on the % scale 0 is the no-effect control and ±100 the full control effect; nearly all actives have a fitted effect of over 55% in size
Target sequence (P43220 whole entry, looked up): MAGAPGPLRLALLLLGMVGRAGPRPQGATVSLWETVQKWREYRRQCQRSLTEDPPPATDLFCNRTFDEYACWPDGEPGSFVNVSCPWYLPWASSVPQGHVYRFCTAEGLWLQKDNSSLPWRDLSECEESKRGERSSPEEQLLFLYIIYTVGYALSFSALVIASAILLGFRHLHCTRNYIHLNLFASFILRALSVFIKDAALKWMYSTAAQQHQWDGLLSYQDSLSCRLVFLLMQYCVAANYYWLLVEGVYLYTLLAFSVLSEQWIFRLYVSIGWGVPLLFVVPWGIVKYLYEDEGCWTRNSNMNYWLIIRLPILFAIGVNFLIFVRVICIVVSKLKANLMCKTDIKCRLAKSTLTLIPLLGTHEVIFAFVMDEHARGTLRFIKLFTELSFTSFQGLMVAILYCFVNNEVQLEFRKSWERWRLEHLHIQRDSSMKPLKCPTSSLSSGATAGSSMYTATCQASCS
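Constitutively active GLP-1R drives a cAMP-responsive luciferase in stably transfected HEK293 cells; test compounds are added after overnight (12 h) attachment and left 24 hr, and signal loss in luminescence marks inhibition.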
pAkt inh – blocks phosphorylation of Akt; Neuro2A IGF-stimulated pAkt S473 HTRF, 20 min; hits give low values; activity change, % for hits at 50 µM; hit rate 0.32% among 360,000; in the data active means activity change below about -80%; inconclusive means mostly about -51% to -80%; further: on the % scale 0 is the no-effect control and ±100 the full control effect
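Neuro2A cells in DMEM with 0.5% FBS, overnight at 37 deg C, given compound at single 50 µM final, then IGF (6 nM final) for 20 min at 37 deg C. Lysed; phospho-Akt Ser473 by HTRF after 24 h, 665/615 ratio.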
aSyn rescue – inhibitors of alpha-synuclein toxicity in yeast; Yeast expressing alpha-synuclein, growth rescue, BacTiter-Glo, 24 h; Potency, µM (highest dose often 46.1 µM), without a hit: at the top dose growth rescue (activation), usual class: activators; hit rate 0.14% among 370,000; further: potency means the concentration at half of the fitted maximal effect; % of control where 0% means no effect; nearly all actives have a fitted effect of over 65% in size
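Rescue of yeast growth: cells expressing toxic alpha-synuclein, induced in galactose at OD600 0.02, incubated with compound 24 h at 30 C. ATP luminescence quantified growth; inhibitors of toxicity appear as activators.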
HEK293 tox – cytotoxicity in counter-screen for GLP-1R inverse agonists; hit rate 0.13% among 410,000; HEK293 cAMP-luciferase reporter cells, luminescence, 24 h; Potency, µM (series often up to 38.3 µM), for inactives: at the top dose activity change, negative = inhibition, most hits filed as inhibitors;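 further: loss of luciferase light is scored as toxicity; potency means the concentration at half of the fitted maximal effect; on the % scale 0 is the no-effect control and ±100 the full control effect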
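Compound-treated cells are incubated 24 hr at 37 deg C under 5% CO2 after a 12 hour attachment period, then luciferase detection reagent is added and luminescence is measured following 12 min at room temperature; lowered signal indicates toxicity.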
Abeta rescue – compounds reversing amyloid beta toxicity in yeast; yeast expressing A-beta42, growth rescue, OD600, 48 h; response scale: 0% DMSO, 100% iron-clioquinol control; Potency, µM (highest dose often 46.1 µM), for inactives: top-dose growth rescue, usual class: activators; hit rate 0.063% among 410,000; further: potency means the concentration at half of the fitted maximal effect; nearly all actives have a fitted effect of over 55% in size
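Yeast growth medium received pinned compounds, then yeast cells expressing toxic A-beta were added; plates incubated at 30 C for 48 hr. Growth read as absorbance at 600 nm, normalized to DMSO and equimolar FeCl3 plus clioquinol controls.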
TDP43 rescue – TDP-43 toxicity inhibition in yeast; TDP-43 expressing yeast growth rescue, BacTiter-Glo, 24 h; Potency, µM (doses to about 46.1 µM), inactives show at the highest dose growth rescue (activation), actives largely listed as activators; hit rate 1.8% among 410,000; AID 652104; further: potency means the concentration at half of the fitted maximal effect; % of control where 0% means no effect; nearly all actives have a fitted effect of over 50% in size
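In this qHTS, compounds that restore growth of yeast expressing TDP-43 appear as activators. Cells (OD600=0.02, galactose medium, raffinose-pregrown) are incubated with compound 24 hr at 30 deg C and growth is quantified by BacTiter-Glo.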
Active calls of the source: *; i = inactive; ? = inconclusive; . = no result given; & = joins results of further samples; [ ] = remark or other dose. Unless noted, the call rests on the fitted dose curve; in most records, active means well fitted curve in the direction sought with a large enough effect; inconclusive means small, poorly fitted or top-dose-only effect, or another doubt; inactive means no such curve, though single readings can be large; an effect the other way counts as inactive or inconclusive. Some of the compounds tested. The share of hits here may be higher or lower than overall.

Every second line gives: FUS yeast rescue, Mm-Cpn inhibitor, PTHR1 agonist, GLP-1R inv ag, pAkt inh, aSyn rescue, HEK293 tox, Abeta rescue, TDP43 rescue
- CCOC(=O)C1=C(C)NC(SCC(N)=O)=C(C#N)C1c1ccncc1 (configuration not stated)
    4%, 0%, -5%, 2%&10%, i, 5%&-14%, -10%&4%, -4%&4%, -24%&2%
- CCOc1cccnc1Sc1ccccc1
    17%, ., -13%, 19%, i, -3%, 19%, -2%, 8%
- CC(=O)c1cccc(NC(=O)CCC(=O)c2ccc(F)cc2)c1
    15%, 0%, -27%, -3%, i, 0%, -3%, -23%, -5%
- COc1ccc(/C=N/n2cnnc2)cc1COc1ccccn1
    8%, 1%, -2%[57.5 µM], 7%, i, 0%, -32%, 4%, -17%
- CC(C)CCNC(=O)C1CCCN(S(=O)(=O)c2ccc(-n3cnnn3)cc2)C1 (configuration not stated)
    29%, -1%, -4%, 4%, i, -30%, 1%, 1%, -13%
- CCC(=O)N1c2ccc(S(=O)(=O)CCC(=O)NCc3cccs3)cc2CC1C (configuration not stated)
    7%, 4%, -1%[57.5 µM], -19%, i, -4%, -24%, 9%, -25%
- O=C(c1cccc(-c2nnc(-c3ccccc3)o2)c1)N1CCCCCC1
    28%, 1%, i, 1%, i, -6%, -6%, -10%, 4%
- CCN(CC(=O)Nc1c(F)cccc1F)C(=O)c1ccc(S(=O)(=O)N2CCC(C)CC2)cc1
    ., 0%, -11%, 0%, i, -6%, -14%, -6%, 8%
- CC1(C)OC(=O)C(=CNc2cccc(C(=O)O)c2)C(=O)O1
    -3%, -4%, i, 8%, i, 4%, 6%, 17%, 10%
- Cc1ccc(C2CC(c3ccccc3)=NN2C(=S)Nc2ccccc2)o1 (configuration not stated)
    32%, ?, i, ?, ., -1%, -26%, -2%, 2%
- CCOC(=O)N1CCc2c(sc3c2c(=O)n(-c2ccccc2)c(=O)n3CC(=O)Nc2ccc(OC)cc2OC)C1
    -10%, ., -7%, 11%, ., ., -2%, -4%, 8%
- C[C@H](CO)N1C[C@H](C)[C@H](CN(C)Cc2ccc(-c3ccccc3)cc2)Oc2ccc(NS(=O)(=O)c3ccccc3)cc2CC1=O
    ?, -3%, 7%, ?, i, 3%, ?, 6%, -9%
- O=C(CCCSc1nnc(-c2cccs2)n1CC1CCCO1)c1ccccc1 (configuration not stated)
    17%, -4%, -8%[57.5 µM], 7.9µM*, i, -7%, -15%, 14%, 17%
- CN(/N=C/c1cc(Cl)ccc1O)C1=NS(=O)(=O)c2ccccc21
    -22%, -2%, -6%, -13%, i, -6%, -24%, -11%, -3%
- CC1Nc2nc(NC(=O)C(C)(C)C)[nH]c(=O)c2N(C)C1C (configuration not stated)
    -16%, 0%, i, 11%, i, -4%, 0%[1.53 µM], 2%, 11%
- O=C(O)CNC(=S)N(Cc1cccs1)C1CCCCC1
    8%, 0%, i, 1%, i, -5%, -3%, 14%, 6%
- Cc1cc(=O)oc2c(C)c(OC(C)C(=O)NCC(O)c3ccccc3)ccc12 (configuration not stated)
    1%, -2%, i, 70%[activator], i, 4%, 0%, 8%, 9%
- CC(C)(C)c1cc(Cl)ccc1OCCOCCN1CCCC1
    9%, 2%, -9%, ?, i, -3%, ?, -14%, -14%[1.82 µM]
- CC(=O)Nc1ccc(S(=O)(=O)N2CCN(c3cc(C)nc4ccccc34)CC2)cc1
    9%, 1%, -6%, 1%, i, -2%, -7%, 7%, 2%
- COc1ccc(CNC(=O)CCCN2C(=O)CSc3c2c(C)nn3-c2ccccc2)cc1
    34%, ., i, ?, ., ., 0%, -17%, 22µM*
- CCOC(=O)c1c(/N=C/c2ccc(OC)cc2O)sc2c1CCN(C)C2
    4%, -2%, i, 12%, i, 1%, 19%, -12%, 7%
- CCCCCCCNC(=O)C1(CC2CC(c3ccc(Cl)cc3)=NO2)CCN(C(=O)Cc2ccc(F)cc2)CC1 (configuration not stated)
    3%, -1%, -7%, ?, i, 1%, 0%, 1%, -19%
- O=C(Nc1ccccc1)OCc1cc(-c2ccccc2Cl)on1
    -23%, -1%, 0%[57.5 µM], ?, ., 1%, -9%, 5%, 9%
- Cc1cc([N+](=O)[O-])ccc1NC(=O)CSc1nccc(=O)[nH]1
    7%, -9%, -1%, 5%, i, 0%, -3%, 16%, -10%
- O=C(COC(=O)c1ccc(Cl)nc1)NCCc1ccc(F)cc1
    -12%, 1%, ?, 13%, i, 0%, -1%, 6%, ?
- COC(=O)c1ccc([N+](=O)[O-])cc1N1C(=O)C2C3CCC(C3)C2C1=O (configuration not stated)
    -36%, -3%, i, 9%, i, 0%, 5%, 1%, 7%
- CCc1cc2ccccc2nc1SCC(=O)Nc1cc(OC)c(OC)cc1C(=O)O
    ., -2%, -6%, -13%, i, 13%, -19%, 6%, 5%
- CCCCNC(=O)Nc1ccon1
    -7%, -3%, -5%, 9%, i, -11%, 0%, -9%, -9%
- Cc1onc(-c2ccccc2Cl)c1C(=O)Nc1ccc(S(=O)(=O)N2CCCC2)cc1
    -10%, -3%, -27%, ?, i, -8%, -6%, -12%, -7%
- Cc1ccc(SCC(=O)NNC(=O)c2cncc(Br)c2)cc1
    -10%, 3%, i, 1%, i, -10%, -8%, -7%, 13%
- CCCS(=O)(=O)NC(=O)C1(C)CCN(C(=O)c2cc(F)ccc2C)C1 (configuration not stated)
    7%, ., -5%, 18%, i, 0%, 2%, -17%, 11%
- Cc1cc(C)c2oc(C(=O)Nc3ccc(S(=O)(=O)Nc4nccc(C)n4)cc3)cc(=O)c2c1
    -5%&-4%, 0%, -26%, 31%&46%[activator], i, 1%, -1%&5%, -2%&6%, 12%&26%
- Cc1ccc(CN(CC2CCCO2)C(=O)CN2C(=O)C(C(C)C)Oc3ccccc32)o1 (configuration not stated)
    32%, 1%, -25%, 0%, i, 5%, -8%, 18%, -10%
- CCOCCCNC(=O)c1ccc(N2CCCC2)c(NS(=O)(=O)c2ccc(C)cc2)c1
    27%, 0%, -8%, -24%, i, 2%, 5%, -10%, 7%
- Cc1ccc(OCc2nc(-c3ccc(C(=O)N4CCN(c5ccccc5)CC4)cc3)oc2C)cc1
    9%, ., -61%[inhibitor], 2%, ., ., -1%, -3%, 11%
- Cc1ccccc1C(=O)N1CCc2cc(-c3csc(NC(=O)CN4CCCC4)n3)ccc21
    ?, 2%, -11%, ?, i, 1%, 0%, -3%, 17%
- O=C(c1cc2ccccc2[nH]1)N1O[C@@H]2C=C[C@H]1C2
    -6%, ., ?, 8%, i, -1%, -8%, 8%, 29%
- CCN(C[C@H]1N[C@@](CC)(C(=O)OC)[C@H]2C(=O)N(C)C(=O)[C@@H]12)C(=O)Nc1ccccc1
    -29%, 0%, -9%, -48%, i, -1%, -11%, -10%, 3%
- C[C@@H]1CCCCCCCCCCC1=O
    14%, -1%, i, -2%, i, 26%, 11%, -33%[inhibitor], -17%
- COc1ccc(C2NC(=O)NC(c3ccccc3)=C2c2nc3ccccc3s2)cc1 (configuration not stated)
    30%, -4%, -3%, ?, i, 1%, -14%, 6%, -10%
- Clc1ccc(-c2nc3ccccc3n2OCc2ccccc2)cc1
    -23%, -4%, i, 0%, i, 6%, 4%, 19%, -1%
- COC(=O)C[C@@H]1OC[C@H](CO)N1S(=O)(=O)c1ccc(C)cc1
    5%, ., -4%, 1%, i, -1%, -16%, -10%, 4%
- O=C(Nc1cccc(O)c1)c1ccc(Br)c(S(=O)(=O)N2CCCCC2)c1
    26%, 1%, i, 0%, i, -7%, 1%, -17%, -11%
- O=C(c1noc2c1CCc1ccccc1-2)N1CCCc2ccccc21
    32%, 1%, 7%[57.5 µM], -29%, i, -3%, 8%, -23%, 18%
- Cn1cc(Cl)c(C(=O)OCC(=O)Nc2ccc(S(N)(=O)=O)cc2)n1
    32%, -1%, -26%, 33%[activator], i, -1%, -1%, -16%, -17%
- Cc1ccc2nc(C)c(C(=O)N/N=C/c3cccs3)n2c1
    -12%, -4%, -34%, -22%, i, -10%, -19%, 5%, 2%
- CC(=O)c1ccccc1C(=O)NCc1cccnc1
    ., 0%, -20%, 4%, i, -1%, -2%, -2%, 0%
- CC1CCCN(C(=O)c2sc3cc([N+](=O)[O-])ccc3c2Cl)C1 (configuration not stated)
    5%, -1%, -20%[57.5 µM], ?, i, -1%, 1%, -51%[inhibitor], ?
- COc1ccccc1Cn1c(CNS(=O)(=O)c2ccc(C(C)C)cc2)nc2cccnc21
    42%, ., -58%[inhibitor], -8%, ., ., -1%, 6%, 0%
- Cc1ccc(C)c(NC(=O)CN2C(=O)COc3ccc(Cl)cc32)c1
    10%, ., i, 10%, ., ., 1%, 1%, 24%
- CCOc1ccc(C(=O)COC(C)=O)cc1
    -3%, 3%, i, 16%, i, -9%, -5%, -4%, -10%
